# K1F lysis inhibition = inhibition of K1F phage lysis, E. coli UTI89, bacterial capsule biogenesis inhibitors, alamar blue (AID 488966); E. coli UTI89 K1F phage lysis, alamar blue, 2 h; higher % means a stronger effect; one-dose inhibition, % at 100 µM; IC50 in µM for titrated hits; hit rate 0.02% among 340,000;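 active means phage lysis inhibition, versus mean bacterial control, above a set limit; inconclusive means no clear call, values can overlap the other calls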;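 further: capsule biogenesis inhibitors block K1F phage lysis so surviving cells raise fluorescence; higher fluorescence means more inhibition of phage lysis; actives were called in the ten point dose series up to 300 µM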
# West Nile antiviral = West Nile virus antiviral activity, cell-based, CPE readout (AID 1621) | hit rate 0.02% among 290,000 | one-dose CPE inhibition, % at 10 µM; IC50 in µM for titrated hits | West Nile virus-infected cells, CPE inhibition; higher % means a stronger effect; in the data active means a potency from the dose series; inconclusive means CPE inhibition mostly from about 3.7% at the one dose, without a potency; inactive means the rest, 99 in 100 with CPE inhibition below about 2.2%; further: strong numbers were not always called active
# ER stress rescue = protection against thapsigargin-triggered cell killing – 384-well, CSM14.1, ATP luminescence, primary screen (AID 1222); CSM14.1 thapsigargin-induced death rescue, ATP luminescence; higher % means a stronger effect; one-dose cellular ATP content (survival), % at 20 µM; EC50 in µM for titrated hits; 190,000 tested, under 10 active;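 active means EC50 below 50 µM in the dose-response confirmation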;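 further: death triggered by thapsigargin at about 15 µM added after 2 h compound pretreatment; cell ATP read after overnight thapsigargin exposure of roughly 18 to 22 hours; normalized against plate controls of thapsigargin alone and 5% DMSO vehicle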
# XIAP displacement = XIAP antagonists, biochemical, IAP family, fluorescence polarization (AID 1018). displacement, % at 20 µM; hits with a dose series show IC50 in µM. hit rate 0.007% among 200,000. XIAP BIR domain, fluorescence polarization peptide displacement; higher % means a stronger effect; in the data active means displacement above about 50%; further: a part of the inactive calls stands beside numbers as strong as those of hits
# Yfh1-off respiration = mitochondrial function rescue without frataxin homolog – Friedreich's ataxia, plus single-dose screen, dose response (AID 1465); hit rate 0.074% among 220,000; one-dose fold induction at 50 µM; EC50 in µM for titrated hits; S. cerevisiae Yfh1-off respiration, WST-1 reduction, 72 h; higher fold induction means a stronger effect;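 active means fold induction of absorbance versus untreated yeast above a set limit, then at least 30% activation at any dose in follow-up; inconclusive means repeats straddling the limit, or above it without dose testing; inactive means fold induction below the set limit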;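 further: activators that raise dye reduction in frataxin-depleted yeast; strong numbers were not always called active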
# RSV antiviral HEp-2 = RSV antiviral activity via CPE protection, HEp-2 cells, primary 10 µM value included (AID 2391) | HEp-2 cells, RSV-induced CPE inhibition; higher % means a stronger effect | CPE inhibition, % at 10 µM; hits with a dose series show IC50 in µM | hit rate 0.13% among 310,000; in the data active means a potency from the dose series; inconclusive means CPE inhibition mostly from about 23% at the one dose, without a potency; inactive means the rest, 99 in 100 with CPE inhibition below about 21%; further: strong numbers were not always called active
# Dengue-2 NS5 capping = flavivirus cap methylation enzyme inhibition – biochemical, confirmation dose response, primary screen (AID 588689). Dengue-2 NS5 methyltransferase capping enzyme assay, biochemical; higher % means a stronger effect. hit rate 0.3% among 340,000. inhibition, % at 25 µM, or IC50 in µM where a hit was titrated; in the data active means a potency from the dose series; inconclusive means inhibition above about 29% without an active follow-up result
# WT yeast gro inh = growth inhibition of WT yeast, mitochondrial fusion screen | mitochondrial fusion phenotypic screen, WT strain | inhibition, % at 10 µM | hit rate 2.1% among 190,000 | AID 1362; in the data active means inhibition above about 58%; tested in S. cerevisiae
# Large T inhibition = SV40 large T antigen inhibitors, biochemical (AID 1903) | SV40 large T antigen ATPase/helicase inhibition assay; higher % means a stronger effect | inhibition, % at 20 µM, or IC50 in µM where a hit was titrated | hit rate 0.39% among 310,000; in the data active means a potency from the dose series; inconclusive means inhibition mostly from about 32% at the one dose, without a potency; inactive means the rest, 99 in 100 with inhibition below about 32%; further: strong numbers were not always called active
# WT yeast gro inh mutant strain = further read-out of WT yeast gro inh, marked with its call; inhibition, %; mitochondrial fusion phenotypic screen, mutant strain inhibition
# Dengue-2 NS5 capping pilot replicate = second read-out of Dengue-2 NS5 capping, no call of its own (marks repeat the call); inhibition, %; measured here: pilot screen replicate inhibition
# Numbers without * were called inactive; i = inactive; u = inconclusive; x = not tested or not shown; & = joins results of further samples; [ ] = another dose, or the depositor's remark.
SMILES,K1F lysis inhibition,West Nile antiviral,ER stress rescue,XIAP displacement,Yfh1-off respiration,RSV antiviral HEp-2,Dengue-2 NS5 capping,WT yeast gro inh,WT yeast gro inh mutant strain,Large T inhibition,others
Cc1cn(CC(=O)c2ccccc2)c2ccccc12,0.2%,0.0%,x,x,x,1.7%,-7%,x,x,7%,Dengue-2 NS5 capping pilot replicate=-6.4
N#Cc1c(C(F)(F)F)cc(-c2ccc(Cl)c(Cl)c2)nc1SCCN1CCOCC1,2.2%,-0.2%,-0.7%,-3.6%,i,x,u,-4,8,7%,
CN1C(=S)SC(N2OC3C(=O)N(c4ccccc4)C(=O)C3C2c2ccc(Cl)cc2)C1(C)C (stereo not drawn),-0.1%,-0.2%,-0.2%,-14%,i,1.6%,-2%,19,6,8%,
CCN(CC)C(=O)/C(=C\c1ccc(Br)cc1)NC(=O)c1ccccc1OC,-0.2%,0.1%,-1.9%,-5.8%,i,7.6%,-9%,11,-13,11%,
CCCc1nnc(NC(=O)c2nc(S(=O)(=O)Cc3ccc(C)cc3)ncc2Cl)s1,-0.4%,0.5%,x,x,x,-2.4%,>100µM*,x,x,20%,
COc1ccc(NC(=O)Nc2ccc3c(c2)CCC3)c(OC)c1,-0.7%,-0.6%,-0.7%,-3.9%,i,3.2%,-13%,21,4,-1%,
C/C(CC(=O)Nc1cccnc1)=N\NC(=O)C(C)Oc1ccc(Cl)cc1Cl (stereo not drawn),1.2%,0.5%,x,x,i,x,5%,x,x,24%,
COC(=O)[C@@]1(Cc2ccccc2)[C@H]2c3cc(C(=O)N4CCCC4)n(CCSCCO)c3C[C@H]2CN1C(=O)c1ccccc1,x,x,-1.4%,-11%,x,-1.9%,x,11,-8,10%,
COc1ccc(Cl)cc1/C=C/c1ccc2cccc(O)c2n1,-0.1%,0.9%,x,x,x,-0.4%,1%,x,x,23%,
Cc1cc2ccccc2nc1SCC(=O)NC1CCCC1,x,-0.1%,1.4%,-5.1%,i,0.9%,x,-15,-7,6%,
COc1ccc(OC)c(/C=N/NC(=O)CC(=O)NCc2ccccc2)c1,-0.6%,0.2%,-1.8%,-5.8%,i,-1.0%,-9%,4,13,9%,
O=C1C=C(c2cc3ccccc3s2)CCC1,0.0%,-0.5%,x,x,i,22%,-1%,x,x,7%,
CCCCC(=O)Nc1ccc(NC(=O)c2cnccn2)cn1,0.5%,0.2%,0.1%,-4.8%,i,0.1%,-7%,-6,-5,8%,
CCOC(=O)C1=C(CC)OC(N)=C(C#N)C1c1ccc(OC)cc1OC (stereo not drawn),-0.5%,-0.2%,-0.8%,-6.8%,i,5.2%,-2%,15,13,13%,Dengue-2 NS5 capping pilot replicate=-2.6
COc1ccc(/C=C(/NC(=O)c2ccco2)C(=O)N2CCCCCC2)cc1OC,1.3%[50 µM],-0.9%,x,x,x,0.4%,0%,x,x,5%,
O=C(O)CSCC(=O)Nc1ccc(Cl)cc1C(F)(F)F,0.2%,0.8%,-0.8%,-2.0%,i,0.5%,2%,-10,-3,0%,
O=C(Nc1ccc(N2CCCCC2)cc1)c1cncc(Br)c1,0.2%,-0.4%,-0.7%,-3.1%,i,8.0%,2%,-6,4,4%,
O=C(COC(=O)c1ccccc1[N+](=O)[O-])NNC(=O)c1cccs1,-0.1%,-0.1%,x,x,x,1.0%,-6%,x,x,2%,
O=C(Nc1ccc2c(c1)OCO2)c1sc2cc(Cl)ccc2c1Cl,7.4%,-0.5%,-2.7%,-8.8%,i,0.3%,-7%,-1,12,3%,
Cn1cnnc1SCC(=O)NCCc1ccc(Cl)cc1Cl,0.1%,-0.1%,x,-4.2%,i,2.6%,-10%,1,3,-5%,
CCn1cc(C(=O)O)c(=O)c2cnc(N3CCN(C(=S)NC(=O)c4ccc(Cl)cc4)CC3)nc21,x,0.1%,x,x,i,5.9%,x,x,x,11%,
COc1ccc2nc3ccccc3nc2c1,-6.7%,0.1%&0.4%,-1.7%,-3.2%,i,0.8%,19%,8,16,11%,
O=C(O)/C=C\c1cccc(-n2cnnn2)c1,2.4%[50 µM],0.7%,0.9%,-3.9%,i,-0.3%,2%,-9,1,5%,
CCCCS(=O)CC(O)COCC (stereo not drawn),-0.7%,-0.1%,-0.4%,-4.3%,i,2.4%,-1%,-1,-6,10%,
Cc1cc(C)n2nc(CCc3ccccc3)nc2n1,0.5%,-0.3%,0.0%,-1.4%,i,1.4%,-8%,11,22,7%,Dengue-2 NS5 capping pilot replicate=4.7
CCOCc1nnc(NC(=O)c2c(OC)cccc2OC)s1,2.1%,0.0%,-0.9%,-0.1%,i,2.4%,1%,6,18,3%,
O=C(CN1CCN(c2ccc(F)cc2)CC1)c1ccc(O)cc1O,0.8%,0.9%,x,x,x,1.6%,1%,x,x,6%,
Cc1nc(SCC(=O)NCC(F)(F)F)c2c(-c3cccs3)csc2n1,0.2%,-1.1%,0.0%,-0.8%,i,0.4%,-2%,3,11,10%,
O=C(Nc1cccc(Cl)c1)OCc1ccccn1,0.0%,-0.1%,1.2%,-0.1%,i,1.1%,-7%,15,-63,1%,
COC(=O)C1=C(C)N(CCCC(=O)O)C(=O)NC1c1ccccc1OS(=O)(=O)c1ccc([N+](=O)[O-])cc1 (stereo not drawn),1.7%,-0.2%,x,x,i,-1.2%,-2%,x,x,-4%,
COc1ccc(NC(=O)N(Cc2ccc3c(c2)OCO3)C2CC(=O)N(c3ccc(OC)cc3)C2=O)cc1 (stereo not drawn),0.1%,0.0%,-0.6%,-9.4%,i,-1.3%,-4%,0,-8,21%,
CCN(CC)c1ccc(-c2nnc(SCC(=O)Nc3ccccc3C#N)n2-c2ccccc2)cc1,0.5%,-0.2%,-4.2%,0.6%,i,11%,-2%,-8,20,-2%,
CCn1c(SCC(=O)N2CCN(C(=O)c3ccco3)CC2)nnc1C(C)C,-0.2%,-0.2%,0.1%,-2.2%,i,1.4%,-4%,-1,-1,10%,
CCN(Cc1ccccc1)S(=O)(=O)c1cc(C(=O)NC2CCCCCC2)ccc1OC,0.2%[50 µM],-1.9%,-2.6%,-3.3%,i,u,-4%,2,-15,3%,
CCOC(=O)C(C)Oc1nc(Oc2ccccc2)nc(N(C)C)n1 (stereo not drawn),0.1%,0.0%,0.9%,-5.3%,i,4.1%,-8%,3,4,16%,
Cc1nc(-c2ccccc2)sc1C1(C)CC(c2ccc(OC(F)(F)F)cc2)=NO1 (stereo not drawn),-0.3%,-0.3%,x,x,i,0.1%,-7%,x,x,5%,
CCc1cc2c(=O)c(-c3ccc4c(c3)OCO4)coc2c(CN(C)C)c1O,-0.1%,0.5%,x,x,x,1.9%,-4%,x,x,11%,
COc1ccc(Cc2nnc(SCC(=O)Nc3ccc(C)cc3C)[nH]c2=O)cc1,0.3%[50 µM],x,x,x,x,2.6%,-8%,x,x,15%,
C=CCN(C(=O)Nc1ccc2c(c1)nc(C)n2C)c1ccccc1,1.7%[50 µM],-0.1%,x,x,i,4.2%,-9%,x,x,22%,
CCn1cc(CCC(=O)NCc2cccc(OC)c2OC)c2ccccc21,-0.2%,-1.0%,x,x,x,3.1%,-5%,x,x,7%,
CCOC(=O)c1ccc(N=Nc2c(C)c(C#N)c(O)[nH]c2=O)cc1,0.3%,-0.6%,5.7%,1.5%,i,2.4%,u,-1,-13,5%,
COCCNC(=S)NNc1ccc(Cl)c(C(=O)O)c1,2.1%[50 µM],0.0%,x,x,i,1.5%,8%,x,x,14%,
COc1ccc(S(=O)(=O)N2CCN(CC(=O)Nc3cccc(OC)c3)CC2)cc1,0.1%,0.2%,x,x,x,3.9%,-7%,x,x,50%,
O=C(O)C1=CCCNC1,3.6%,-0.3%,x,x,i,-0.1%,1%,x,x,6%,
CC(O)Cc1nsc(NC(=O)c2cccs2)n1 (stereo not drawn),0.2%,-0.1%,1.1%,-4.6%,i,4.4%,1%,7,8,0%,
Cc1cccc(-n2c(SCC(=O)NCc3ccc4c(c3)OCO4)nc3ccccc3c2=O)c1,-0.8%,-0.6%,-1.7%,-5.9%,i,2.3%,-1%,-8,2,5%,
Cc1ccc(NC(=O)c2nc[nH]c2C(=O)Nc2ccc(C)cc2)cc1,0.3%,-0.3%,1.0%,-4.3%,i,6.0%,6%,13,-14,-1%,
Cc1ccc2c(c1)N(CC(=O)NCCCN1C(C)CCCC1C)C(=O)c1cccnc1O2 (stereo not drawn),3.4%,0.7%,x,x,x,-1.1%,3%,x,x,x,
CCOc1ccc(N(CC(=O)NCc2ccccc2Cl)S(=O)(=O)c2c(C)[nH]c(=O)[nH]c2=O)cc1,0.1%,0.5%,x,x,x,1.6%,-1%,x,x,12%,
O=C(Oc1ccc2c(c1)OCC2=O)c1ccc(Cl)cc1,-0.7%,1.1%,x,x,i,x,4%,x,x,6%,
COc1ccc(C(=O)Nc2ccc(N3CCOCC3)cc2)cc1S(=O)(=O)NC1CCCC1,0.3%,-0.8%,2.2%,-6.6%,i,12%,-8%,-7,12,5%,
Cc1ccccc1NC(=S)NC(=O)/C=C/c1ccco1,-0.6%,-1.1%,x,x,x,0.3%,-32%,x,x,17%,
CC(C)(C)OC(=O)NN1CC(=O)N2Cc3ccccc3C[C@@H]2C1=O,-0.3%,0.2%,x,x,x,1.9%,-3%,x,x,17%,
CCOc1ccccc1C(=O)Nc1cccc(-c2nnc(-c3ccccc3)o2)c1,0.2%,0.2%,0.7%,-0.9%,i,2.6%,-1%,16,15,5%,
COCCNC(=S)N1CCN(Cc2cccc(OC)c2)CC1,0.0%,0.3%,0.4%,-4.0%,i,1.3%,-6%,-3,0,5%,
O=c1c2ccsc2ncn1Cc1ccccc1F,1.4%,-0.1%,-1.5%,-3.8%,i,-2.0%,-2%,0,-11,3%,
Fc1cccc(Nc2nc(Cl)nc(Cl)n2)c1,1.6%,0.2%,2.2%,-5.0%,i,0.6%,-5%,-2,6,3%,
CCCC1S/C(=N/N=C/c2ccc(OC)cc2)N(Cc2ccccc2)C1=O (stereo not drawn),-0.5%,0.2%,0.4%,-3.5%,i,17%,-8%,7,-29,-8%,
